# Screening data: PubChem BioAssay, National Center for Advancing Translational Sciences (NCATS)
# KB-V1 MDR tox – kills drug-selected multidrug resistant KB-V1 cells. 400,000 compounds, 3.4% hits. KB-V1 MDR cells viability, CellTiter-Glo, 72 h. AID 1347076. Potency, µM (titrated, usually from 46.1 µM), for the others: at the top dose activity change, negative = cytotoxicity, most hits filed as cytotoxic; also: % is scaled to controls: 0 for no effect and ±100 for the full control effect; nearly all actives have a fitted effect of over 60% in size
#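 Cells of the MDR subline KB-V1 are plated, dosed with compound at multiple concentrations, and incubated 72 h at 37 degrees C; CellTiter-Glo is then added and luminescence read after 10 min.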
# KB-3-1 cytotox – KB-3-1 parental cell cytotoxicity; KB-3-1 viability, CellTiter-Glo ATP luminescence, 72 h; Potency, µM (series often up to 46.1 µM), inactives show at the highest dose activity change, negative = cytotoxic, actives largely listed as cytotoxic; 400,000 compounds, 1.4% hits; also: % is scaled to controls: 0 for no effect and ±100 for the full control effect; nearly all actives have a fitted effect of over 60% in size
#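 Viability of parental KB-3-1 cells, measured by CellTiter-Glo luminescence, followed a 72 h incubation at 37 °C with pinned compounds in phenol-red-free DMEM containing 10% FBS.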
# GLP1R ag – agonists of human GLP-1 receptor. AID 624172. Potency, µM (series often up to 45.6 µM), for inactives: at the top dose activation, hits mostly activators. 380,000 compounds, 0.007% hits. HEK293 GLP-1R CRE-luciferase, luminescence, 4-6 h; cells express a hypersensitive GLP-1R form. P43220; also: % of control where 0% means no effect
# Target sequence (P43220 whole entry, looked up): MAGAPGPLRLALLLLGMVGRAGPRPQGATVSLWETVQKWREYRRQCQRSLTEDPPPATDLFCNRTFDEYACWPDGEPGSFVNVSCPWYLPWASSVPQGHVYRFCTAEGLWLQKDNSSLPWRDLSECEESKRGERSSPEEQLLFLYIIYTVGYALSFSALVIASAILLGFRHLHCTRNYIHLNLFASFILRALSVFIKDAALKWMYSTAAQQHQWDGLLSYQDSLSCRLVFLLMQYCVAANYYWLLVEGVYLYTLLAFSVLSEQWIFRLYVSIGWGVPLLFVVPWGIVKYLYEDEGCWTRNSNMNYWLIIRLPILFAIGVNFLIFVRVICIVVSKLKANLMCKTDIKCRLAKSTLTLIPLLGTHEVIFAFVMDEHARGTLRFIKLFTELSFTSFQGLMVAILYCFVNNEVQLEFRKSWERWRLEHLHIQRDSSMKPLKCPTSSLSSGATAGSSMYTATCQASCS
# HT1080 IDH1KD tx – toxicity to HT-1080 IDH1 knockdown cells (counter line); HT-1080 IDH1 knockdown viability, ATP luminescence, 48 h; Potency, µM (series often up to 46.1 µM), without a hit: at the highest dose activity, negative = toxicity, most hits filed as cytotoxic; 360,000 compounds, 2% hits;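 also: 0% = DMSO wells and -100% = cell-free medium wells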
#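 IDH1KD HT-1080 cells, 750/well, RPMI + 5% FBS; compound pinned after 2 h settling; 48 h, 37 °C; CellTiter-Glo luminescence; % activity normalised to DMSO and no-cell wells; curves fitted, classed by r2 and efficacy.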
# SW480 rerep – DNA re-replication induction in SW480 cells; SW480 DNA re-replication, Hoechst DNA content imaging, 48 h; Potency, µM (doses to about 46.1 µM), for the others: top-dose re-replication activation, most hits filed as activators; 340,000 compounds, 1.8% hits; AID 624297; also: % of control where 0% means no effect; nearly all actives have a fitted effect of over 55% in size
#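 Quantitative HTS format with DMSO vehicle controls; 48 hr drug incubation at 37 C, then 40 min Hoechst staining and scanning imager measurement at 405 nm excitation.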
# GLP1R cytotox – cytotoxicity in counter-screen for GLP-1R inverse agonists; HEK293 cAMP-luciferase reporter cells, luminescence, 24 h; Potency, µM (highest dose often 38.3 µM), for inactives: at the top dose activity change, negative = inhibition, hits mostly inhibitors; 410,000 compounds, 0.13% hits; AID 624418;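 also: loss of luciferase light is scored as toxicity; % is scaled to controls: 0 for no effect and ±100 for the full control effect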
#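 Quantitative HTS format, 1536 wells, 200 cells/uL seeded. Compounds: 23 nL, 24 h, 37 °C. Detection: luciferase reagent, luminescence at 12 min RT; decreased signal taken as cytotoxic.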
# GLP-1R inv ag – GLP-1 receptor (human) inverse agonism | HEK293 GLP-1R CRE-luciferase, luminescence, 24 h; GLP-1R form is constitutively active | Potency, µM (titrated, usually from 38.3 µM), for the others: at the highest dose activity change, negative = inhibition, actives largely listed as inhibitors | AID 624417 | 410,000 compounds, 1.6% hits | P43220; also: % is scaled to controls: 0 for no effect and ±100 for the full control effect; nearly all actives have a fitted effect of over 55% in size
#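 qHTS in 1536-well format: reporter HEK293 cells expressing constitutive GLP-1R activity in DMEM + 10% Nu serum, 24 hr with compounds at 37 deg C, luminescence read after 12 min with detection reagent.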
# TDP-43 yeast inh – TDP-43 toxicity inhibition in yeast. TDP-43 expressing yeast growth rescue, BacTiter-Glo, 24 h. Potency, µM (doses to about 46.1 µM), for inactives: at the top dose growth rescue (activation), most hits filed as activators. 410,000 compounds, 1.8% hits; also: % of control where 0% means no effect; nearly all actives have a fitted effect of over 50% in size
#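 Galactose-induced TDP-43 yeast, OD600=0.02, compound pinned; 24 hr, 30 deg C; BacTiter-Glo luminescence for growth. Inhibitors of TDP-43 toxicity read as activators.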
# HT1080-NT tox – kills 2HG-producing HT-1080-NT fibrosarcoma cells | HT-1080-NT fibrosarcoma viability, CellTiter-Glo ATP luminescence, 48 h | Potency, µM (titrated, usually from 46.1 µM), without a hit: at the top dose activity, negative = less viability, usual class: cytotoxic | 360,000 compounds, 1.6% hits | AID 686970;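 also: NT is the 2HG producing partner of a matched IDH1 knockdown line; 0% = DMSO-treated cells and -100% = media-only wells without cells; nearly all actives have a fitted effect of over 55% in size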
#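 750 cells/well, RPMI + 5% FBS; 2 h settle, compound pin-transfer, 48 h at 37 degrees C. CellTiter-Glo 10 min RT, luminescence. Normalized to DMSO and media-only wells.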
# * marks the source's active call; other numbers are inactive results; ? = inconclusive; · = not tested or not shown; [ ] = remark or other dose. Calls follow the shape of the dose curve; as a rule, active = well fitted curve in the direction sought with a large enough effect; inconclusive = small, poorly fitted or top-dose-only effect, or another doubt; inactive = no such curve, though single readings can be large; an effect the other way counts as inactive or inconclusive. Potency is read from the fitted curve at half-maximal effect. The order is random; about 9.4% have a hit in one of these screens.
SMILES,KB-V1 MDR tox,KB-3-1 cytotox,GLP1R ag,HT1080 IDH1KD tx,SW480 rerep,GLP1R cytotox,GLP-1R inv ag,TDP-43 yeast inh,HT1080-NT tox
COc1ccc(NC(=O)c2cc(=O)[nH]c3ccccc23)cc1S(=O)(=O)N1CCOCC1,11%,0%,0%,5%,·,5%,0%,15%,3%
O=C(c1ccccc1)n1c(=S)nc2ccccn21,?,2%,-11%,16%,-6%,10%,22%,-18%,-2%
COc1ccccc1-n1ccn(CC(=O)Nc2ccc(C)cc2Cl)c(=O)c1=O,0%,4%,2%,21%,-1%,5%,-5%,17%,12%
O=C(NN1C(=O)/C(=C/c2cccc(O)c2)SC1=S)c1ccccc1O,25%,6%,-4%,6%,-23%,-23%,-26%,10%,12%
N#Cc1c2c(nc(N)c1-c1ccccc1)CCCCC2,10%,4%,-3%,10%,3%,9%,0%,-21%,7%
CS(=O)(=O)Nc1ccccc1C(=O)N1CCCC1,-3%,3%,-1%,11%,-6%,0%,2%,10%,6%
CCNc1nc(NCC)nc(OCCOC(=O)Nc2ccccc2)n1,-11%,-6%,9%,-16%,-2%,-11%,7%,12%,-18%
COc1cc(C2NC(=O)N(C)C(C)=C2C(=O)OCc2ccccc2)cc(Br)c1O (stereo not drawn),3%,11%,2%,-13%,-1%,-1%,12%,5%,0%
O=C(NC1CC1)C(=O)c1c(-c2ccccc2)[nH]c2ccccc12,3%,4%,-4%,10%,-5%,-13%,-11%,-8%,-2%
NC(=O)NC(=O)COC(=O)c1cccnc1Nc1ccccc1F,-2%,-13%,16%,-1%,10%,8%,2%,-11%,-4%
CCOC(=O)c1c(NC(=O)COC(=O)c2cnccn2)sc(C(=O)NC)c1C,-24%,?,0%,5%,-9%,-15%,28%,-27%,12%
O=C1NC(NS(=O)(=O)c2ccc(Cl)cc2)(C(F)(F)F)C(=O)N1Cc1cccnc1 (stereo not drawn),16%,17%,-7%,14%,-9%,-2%,20%,9%,13%
CC1(C)Cc2c(sc(NC(=O)C(=O)NCC3CCCO3)c2C(=O)O)CO1 (stereo not drawn),-23%,-9%,-9%,-5%,3%,-12%,11%,-6%,-1%
O/C(=C\c1nc2ccccc2nc1/C=C(\O)c1ccccc1)c1ccccc1,-6%,-10%,-17%,?,0%,3%,?,?,21µM*
O=C(c1cc(COc2cccc(C(F)(F)F)c2)on1)N1CCSCC1,-1%,15%,-1%,-1%,-6%,-5%,?,22µM*,4%
O=c1c2cnn(-c3ccccc3)c2ncn1Cc1ccccn1,?,-6%,4%,1%,-4%,-9%,7%,2%,10%
O=C(c1ccc(Br)o1)N1CCN(CCc2ccncc2)CC1,-9%,-17%,2%,0%,-18%,5%,-13%,-5%,0%
CN1CCN(c2ccc3c(c2)C2CC3CCN2C(=O)OCc2ccccc2)CC1 (stereo not drawn),-5%,-10%,30%,-5%,12%[9.22 µM],0%,10µM*,8%,-6%
CC(C)NC(=O)Cn1cc(C#N)c2cc(Br)ccc21,-1%,-10%,-10%,-2%,-9%,2%,7%,-21%,0%
Cc1cc(SCC(=O)NN=C2CCN(C(C)C)CC2)c(C)cc1Br,26%,12%,1%,-9%,1%,20%,7%,16%,-11%
COCC(=O)N1CCC(Oc2ccc(C(=O)N3CCSCC3)cc2)CC1,-13%,-5%,-1%,-5%,-6%,-1%,13%,5%,-7%
O=C(NCCc1c[nH]c2ccccc12)c1cncc(Br)c1,-11%,?,3%,0%,-2%,-5%[0.307 µM],6%[0.307 µM],12%,-3%
O=C(Cc1ccc(F)cc1)NCCc1cnc[nH]1,?,11%,0%,1%,-28%,6%,5%,-6%,7%
CCOC(=O)c1c(NC(=O)C(=O)N/N=C(\C)c2ccc(OC)cc2)sc2c1CCCCC2,3.3µM*,12%,0%,16%,-5%,1%,0%,20%,8%
O=C(COc1ccc2c(-c3ccccc3)cc(=O)oc2c1)Nc1ccc(CCO)cc1,-9%,-22%,4%,?,-20%,-33%,-19%,19%,-14%

# Part of the list above, as tab-separated lines:
molecule	KB-V1 MDR tox	KB-3-1 cytotox	GLP1R ag	HT1080 IDH1KD tx	SW480 rerep	GLP1R cytotox	GLP-1R inv ag	TDP-43 yeast inh	HT1080-NT tox
CC1(C)Cc2c(sc(NC(=O)C(=O)NCC3CCCO3)c2C(=O)O)CO1 (stereo not drawn)	-23%	-9%	-9%	-5%	3%	-12%	11%	-6%	-1%
CCOC(=O)c1c(NC(=O)COC(=O)c2cnccn2)sc(C(=O)NC)c1C	-24%	?	0%	5%	-9%	-15%	28%	-27%	12%
O/C(=C\c1nc2ccccc2nc1/C=C(\O)c1ccccc1)c1ccccc1	-6%	-10%	-17%	?	0%	3%	?	?	21µM*
O=C1NC(NS(=O)(=O)c2ccc(Cl)cc2)(C(F)(F)F)C(=O)N1Cc1cccnc1 (stereo not drawn)	16%	17%	-7%	14%	-9%	-2%	20%	9%	13%
COc1ccc(NC(=O)c2cc(=O)[nH]c3ccccc23)cc1S(=O)(=O)N1CCOCC1	11%	0%	0%	5%	·	5%	0%	15%	3%
O=C(c1ccc(Br)o1)N1CCN(CCc2ccncc2)CC1	-9%	-17%	2%	0%	-18%	5%	-13%	-5%	0%

# Other results follow.
SMILES,KB-V1 MDR tox,KB-3-1 cytotox,GLP1R ag,HT1080 IDH1KD tx,SW480 rerep,GLP1R cytotox,GLP-1R inv ag,TDP-43 yeast inh,HT1080-NT tox
Cc1cccc(C)c1NC(=O)N1CCN(c2nc3ccccc3s2)CC1,?,-12%,-8%,?,-1%,-4%,0%,?,6%
Cc1cccc(CN2CCC(CNC(=O)Cn3ncc4c([nH]c5ccc(C)cc54)c3=O)CC2)c1,-18%,6%,·,·,·,0%,8%,-3%,·
Fc1ccccc1N1CC(c2ccccc2)C(c2cccs2)=N1 (stereo not drawn),?,-2%,0%,?,?,484%[activator],0%,-10%,-17%
O=C(O)COc1ccccc1/C=N/Nc1ccc(S(=O)(=O)N2CCOCC2)cc1[N+](=O)[O-],-8%,-14%,-5%,1%,-2%[1.84 µM],-28%,32%,·,12%
CCOC(=O)c1c(CSC(=N)N)n(-c2ccccc2)c2cc(Br)c(OC(C)=O)cc12,-17%,-5%,4%,?,-21%,?,-9%,-4%,?
Cc1cccc(NC(=O)c2c(NC(=O)c3ccco3)sc3c2CCC(C)C3)c1 (stereo not drawn),7%,-2%,·,·,·,4%,12%,22%,·
Cc1ccc(NC(=O)CSc2nnc(N)s2)cc1S(=O)(=O)N1CCOCC1,17%,-5%,0%,-3%,-7%,-2%,-6%,-25%,-8%
CCC(C)NC(=O)c1cnn2c1NC(c1cccs1)CC2C(F)(F)F (stereo not drawn),2%,8%,2%,-3%,-2%,-15%,?,-1%,-6%
CCN(CC(=O)Nc1ccc(OC)cc1)CC(=O)Nc1cccc(C#N)c1,?,15%,-7%,2%,14%,-3%,19%,12%,-7%
CC1CCN(CCCNC(=O)c2ccc3c(=O)n(CCc4ccccc4)c(=O)[nH]c3c2)CC1,3%,?,-13%,1%,6%,-20%,-7%,18%,5%
NC(=O)NCc1ccccc1Cl,23%,6%,7%,5%,-132%[inhibitor],-19%,5%,-16%,7%
COc1ccc(/C=N/NC(=O)CCn2nc(C)cc2C)cc1,37%,?,1%,6%,-8%,4%,?,-6%,0%
O=C(NCC1CCCO1)c1ccccc1-c1nc(-c2ccccc2F)no1 (stereo not drawn),1%,-27%,-5%,-4%,3%,-8%,-14%,9%,-2%
CC(C)N1C(=O)C(=O)N(CC(=O)N2CCc3ccccc32)C1=O,17%,4%,-5%,5%,-2%,3%,3%,1%,16%
CC(=O)Nc1ccc(C(=O)OCC(=O)Nc2c(C)n(C)n(-c3ccccc3)c2=O)cc1,-10%,1%,5%,-3%,-18%,2%,5%,11%,-2%
CCOC(=O)Cn1c(=O)cc(C)c2ccccc21,6%,2%,-7%,6%,-31%[inhibitor],3%,16%,-1%,7%
CNc1nc(NCC2CCCCC2)c2sccc2n1,-4%,-1%,14%,23µM*,·,3%,?,0%,23µM*
Cc1ccc(S(=O)(=O)/N=C(/Nc2ccccn2)c2ccc(Cl)cc2)cc1,-14%,1%,-5%,7%,-1%,-15%,7%,25%,18%
CC(=O)c1cccc(NC(=O)c2ccc(-c3ccccc3[N+](=O)[O-])o2)c1,?,11%,-22%,1%,-2%,-2%[1.53 µM],?,11%,3%
COc1ccc(C(=O)OCC(=O)Nc2cccc(S(=O)(=O)NC3=NCCCCC3)c2)cc1[N+](=O)[O-],1%,0%,3%,-4%,-5%,-19%,4%,-10%,-6%
